Bioassay records from PubChem.
Vif-A3F inh: blocks the Vif interaction with APOBEC3F. actives 0.2% (n = 390,000). Potency, µM (titrated, usually from 46.1 µM), inactives show at the top dose activity, negative = active. HeLa A3F-eYFP + Vif (tagged APOBEC3F with the HIV-1 protein that degrades it), YFP fluorescence increase; further: % of control where 0% means no effect; nearly all actives have a fitted effect of over 65% in size
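Fluorescence increase (Ex 488/Em 500-530) after overnight compound treatment at 37 deg C flags inhibition of Vif-driven A3F-eYFP loss in stable HeLa A3F-eYFP/Vif cells seeded overnight beforehand.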
ALOX12 inh: blocks human arachidonate 12S-lipoxygenase; actives 1.1% (n = 580,000); P18054; Potency, µM (series often up to 108 µM), for inactives: at the highest dose activity change, negative = inhibition, hits mostly inhibitors; purified 12hLO, xylenol orange hydroperoxide absorbance; further: on the % scale 0 is the no-effect control and ±100 the full control effect
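Hydroperoxide product was detected by ferrous iron/xylenol orange as the 573 to 405 nm absorbance ratio. Arachidonic acid at 40 uM (final) was turned over for 30 min at room temperature by 150 nM human 12hLO, pH 7.0 Hepes buffer, after 15 min compound preincubation.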
Vif-A3G inh: Vif-A3G binding inhibition; HeLa A3G-eYFP + Vif (tagged APOBEC3G with the HIV-1 protein that degrades it), YFP fluorescence, overnight; Potency, µM (highest dose often 46.1 µM), for inactives: top-dose activity, negative = active, hits mostly inhibitors; actives 0.076% (n = 410,000); AID 602310;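 further: on the % scale 0 is the no-effect control and ±100 the full control effect; nearly all actives have a fitted effect of over 60% in size; hits raise eYFP signal because A3G escapes Vif-driven loss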
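HeLa cells stably expressing Vif and C-terminally eYFP-tagged A3G, seeded overnight at 37 deg C, then exposed to compound by pintool overnight at 37 deg C. Rise in yellow fluorescence (Ex 488/Em 500-530, Acumen) marks blocked Vif-driven A3G degradation.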
USP1-UAF1 inh: inhibitors of human USP1/UAF1 deubiquitinase | recombinant USP1/UAF1, Ub-Rhodamine cleavage fluorescence | Potency, µM (series often up to 57.1 µM), without a hit: top-dose activity change, negative = inhibition, hits mostly inhibitors | actives 0.23% (n = 390,000); further: on the % scale 0 is the no-effect control and ±100 the full control effect; nearly all actives have a fitted effect of over 60% in size; inactives centre near -12
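In this screen, compounds sit with the deubiquitinase complex (1nM) for 15 min at room temperature before Ub-Rho is added at 150nM final. Fluorescence rise is then followed for 6 reads every 60 seconds.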
RXFP1 ag: agonists of human relaxin receptor RXFP1 | HEK293T-RXFP1 cAMP TR-FRET, 30 min; response scale: percent of porcine relaxin response, buffer zero | Q9HBX9 | actives 0.3% (n = 370,000) | Potency, µM (series often up to 57.5 µM), for the others: at the highest dose activation, usual class: activators; further: on the % scale 0 is the no-effect control and ±100 the full control effect; nearly all actives have a fitted effect of over 60% in size; many of its hits are not listed in these tables
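Agonist response is measured as cAMP accumulation in an RXFP1-transfected HEK293T line under PDE4 inhibition. Values are scaled between buffer-only and 29 nM porcine relaxin, and EC50s come from standard Hill equation fits.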
rTrxR1 inhibitor: blocks rat thioredoxin reductase 1. Potency, µM (titrated, usually from 114 µM), inactives show at the top dose activity change, negative = inhibition, hits mostly inhibitors. O89049. recombinant rTrxR1, NADPH fluorescence consumption, selenite substrate. AID 588453. actives 1% (n = 390,000); further: on the % scale 0 is the no-effect control and ±100 the full control effect; nearly all actives have a fitted effect of over 65% in size
Target sequence (O89049 whole entry, looked up): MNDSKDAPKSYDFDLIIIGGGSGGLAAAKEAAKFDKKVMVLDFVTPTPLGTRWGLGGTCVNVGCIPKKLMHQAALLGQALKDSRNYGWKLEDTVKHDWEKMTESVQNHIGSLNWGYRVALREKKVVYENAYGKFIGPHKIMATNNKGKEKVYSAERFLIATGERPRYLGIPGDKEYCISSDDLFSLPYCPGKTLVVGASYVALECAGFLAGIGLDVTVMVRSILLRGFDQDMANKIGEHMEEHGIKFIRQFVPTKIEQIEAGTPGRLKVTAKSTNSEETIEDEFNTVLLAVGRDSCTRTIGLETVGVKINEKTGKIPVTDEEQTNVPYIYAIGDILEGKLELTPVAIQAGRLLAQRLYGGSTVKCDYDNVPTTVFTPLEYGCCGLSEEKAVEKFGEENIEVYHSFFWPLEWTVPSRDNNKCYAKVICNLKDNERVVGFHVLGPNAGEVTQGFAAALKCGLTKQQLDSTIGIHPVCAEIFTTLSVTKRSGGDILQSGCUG
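Rat TrxR1 (90 nM in the dispensed reagent) was pre-reduced with 400 uM NADPH for 5 min at room temperature, then incubated with compound for 15 min. After 400 uM selenite was added, NADPH fluorescence (Ex 340/Em 450 nm) was followed for 8 min.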
RGS4 inh: blocks human RGS4-accelerated GTP hydrolysis | Transcreener GDP fluorescence polarization, RGS4-accelerated GTP hydrolysis | P49798 | actives 0.039% (n = 390,000) | Potency, µM (series often up to 114 µM), for the others: at the highest dose activity change, negative = inhibition, most hits filed as inhibitors; further: on the % scale 0 is the no-effect control and ±100 the full control effect; nearly all actives have a fitted effect of over 75% in size; some results filed as inactive show a strong effect at the top dose
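MLSMR compounds (23 nl, pin-transferred) preincubated 10 min at room temperature with a 500nM (2x) first reagent, then RGS4 at 900nM (2x) plus Transcreener GDP mix added; fluorescence polarization (620/688 nm) read before and after 90 min at 30 °C.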
mIDH1 inhibitor: blocks human mutant IDH1 R132H enzyme. IDH1-R132H enzyme, NADPH consumption, diaphorase/resazurin fluorescence. O75874. actives 0.093% (n = 390,000). Potency, µM (doses to about 76.6 µM), inactives show at the top dose activity change, negative = inhibition, hits mostly inhibitors; further: on the % scale 0 is the no-effect control and ±100 the full control effect; nearly all actives have a fitted effect of over 65% in size
Target sequence (O75874 whole entry R132H, stated change not applied): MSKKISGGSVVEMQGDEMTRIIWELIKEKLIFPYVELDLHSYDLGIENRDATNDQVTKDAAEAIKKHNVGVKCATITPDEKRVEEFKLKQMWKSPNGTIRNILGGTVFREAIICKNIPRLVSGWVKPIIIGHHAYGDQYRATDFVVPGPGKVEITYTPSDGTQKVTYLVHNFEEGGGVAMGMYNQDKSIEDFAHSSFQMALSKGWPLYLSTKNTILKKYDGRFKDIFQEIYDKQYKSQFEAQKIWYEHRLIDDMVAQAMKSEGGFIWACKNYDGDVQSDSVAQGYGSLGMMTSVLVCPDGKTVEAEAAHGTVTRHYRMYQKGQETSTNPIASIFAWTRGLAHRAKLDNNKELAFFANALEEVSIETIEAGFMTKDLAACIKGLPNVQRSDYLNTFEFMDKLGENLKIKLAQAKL
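IDH1-R132H (0.5 ug/mL dispensed) in pH 7.5 Tris buffer was preincubated 30 min with compound, then given a substrate mix of 0.016 mM NADPH and 2 mM alpha-KG for 80 min at room temperature; remaining NADPH was read by diaphorase/resazurin fluorescence.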
TrxR1 substrate: rat thioredoxin reductase 1 substrate activity | actives 0.01% (n = 390,000) | O89049 | purified TrxR1 substrate turnover, NADPH consumption readout | Potency, µM (series often up to 114 µM), without a hit: at the highest dose activity change, negative = substrate turnover; further: on the % scale 0 is the no-effect control and ±100 the full control effect; nearly all actives have a fitted effect of over 50% in size
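Rat TrxR1, dispensed at 90 nM, was prereduced with 400 uM NADPH (final) for 5 min at ~22 deg C, then incubated with compound 15 min before 400 uM selenite. A first-read NADPH fluorescence drop versus no-compound background flagged substrates.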
Numbers without * were called inactive; ? = inconclusive; . = not tested or not shown; & = joins results of further samples; [ ] = another dose, or the depositor's remark. The call rests on the fitted dose curve; in most records, active means well fitted curve in the direction sought with a large enough effect; inconclusive means small, poorly fitted or top-dose-only effect, or another doubt; inactive means no such curve, though single readings can be large; an effect the other way counts as inactive or inconclusive. Potency means the concentration at half of the fitted maximal effect. This is a subset; count on the stated rates, not on these rows.

Values run as follows: Vif-A3G inh, Vif-A3F inh, rTrxR1 inhibitor, TrxR1 substrate, ALOX12 inh, mIDH1 inhibitor, RXFP1 ag, USP1-UAF1 inh, RGS4 inh
- CCOC(=O)Cc1nc(-c2ccccc2)n[nH]1
    -10.7%, 18.5%, -2.9%, -7.2%, -4.2%, -10.1%, 0.5%, -10.7%, 24.8%
- Cc1ccc(-c2nnc3ccc(SCC(=O)NCc4ccco4)nn23)cc1
    -1.7%, -4.0%, -14.6%, 20.9%, -20.1%, 0.7%, 9.4%, -5.1%, 21.3%
- CCOC(=O)CSc1nc(-c2ccc3c(c2)OCO3)ccc1C#N
    3.6%, -5.8%, 18.9%[57.1 µM], 9.8%[57.1 µM], 0.0%, -1.4%, 24.2%, -22.4%, -18.8%[11.4 µM]
- O=c1c2ccccc2nc2n1C(CSc1ccccc1)CS2 (stereo not given)
    5.0%, -0.3%, 11.9%, -3.3%, -4.8%, 17.6%, -0.8%, -15.7%, 15.3%
- Cc1cc(C)c(NC(=O)COc2cccnc2[N+](=O)[O-])c(C)c1
    -2.1%, -1.0%, 14.5%, 3.1%, 378.0%[activator], 2.7%, 1.7%, -18.8%, 5.1%
- COc1ccccc1NC(=O)CCC(=O)N1CC(C)Oc2ccc(C)cc21 (stereo not given)
    -2.5%&1.9%, -3.3%&1.3%, 16.3%[57.1 µM], 6.8%[57.1 µM], 16.3%&-24.6%, -3.0%&24.6%, -0.5%&1.4%, -13.9%&-4.1%, 9.5%&-26.5%
- CCCOc1ccc(/C(O)=C2/C(=O)C(=O)N(CCN(C)C)C2c2ccc(OC)c(OC)c2)cc1 (stereo not given)
    0.8%, ., -10.8%, -6.5%, 0.0%, 5.4%, 0.5%, -3.2%, -6.6%
- CN(CC(=O)O)Cc1oc(CO)cc(=O)c1O
    -7.3%, 9.2%, 13.6%[11.4 µM], 14.6%[57.1 µM], 9.4%, 3.5%, ., -3.7%, 14.2%
- COc1nc(NC23CC4CC(CC(C4)C2)C3)nc(OC)n1
    -4.1%, 0.7%, -0.1%[57.1 µM], 2.2%[57.1 µM], 9.1%, 0.8%, 1.1%, -1.9%, -45.2%
- N=c1c(C(=O)NCC2CCCO2)cc2c(=O)n3ccccc3nc2n1Cc1ccc(F)cc1 (stereo not given)
    -0.2%, -7.6%, 92.4%[activator], 731.6%[activator], 10.0%, -3.1%, 19.6%, -12.6%, -18.9%[56.9 µM]
- CCC(C(=O)NC(C)(C)C)N(C(=O)Cn1nnc(-c2ccccc2F)n1)c1cccc2c1CCCC2 (stereo not given)
    2.5%, 0.3%, 27.4%, 3.3%, ?, -4.9%, 2.5%, -4.2%, -7.2%
- CC1=Nc2ccccc2N=C(NC(=O)/C=C/C(=O)O)C1c1ccccc1 (stereo not given)
    -0.4%, -26.0%, -12.8%, 9.8%, -20.0%, 21.6%, 1.7%, -20.9%, -3.9%
- COc1cccc(CC(=O)OCC(=O)c2cc(OC)c(OC)c(OC)c2)c1
    -3.0%, -8.6%, 17.9%, 1.4%, 125.7%[activator], 0.9%, ., -19.9%, -13.4%
- CCOC(=O)CSc1nnc(CNC(=O)c2cccs2)n1-c1ccccc1
    1.2%, -2.8%, -6.9%, -7.5%, 15.4%, -3.0%, 0.8%, -8.2%, 12.9%
- Cc1ccc2[nH]c3c(=O)n(CC(=O)N4CCCC(C)C4)ncc3c2c1 (stereo not given)
    -7.0%, 1.1%, 13.1%, 19.3%, ?, -12.7%, -0.9%, -20.9%, -19.1%
- Cc1sc2ncn(Cc3ccccc3F)c(=O)c2c1C
    -8.1%, 7.4%, 13.3%, 2.2%, -14.9%, -5.3%, 2.5%, -22.9%, 26.2%
- CCc1cccc(C)c1NC(=O)CCn1nc(C)c2c(C)n(-c3ccccc3)nc2c1=O
    -6.0%, 1.5%, 26.0%, 1.8%, -27.3%, 13.4%, -0.9%, -12.5%, 1.9%
- CC/C(O)=C1\C(=O)CC(C)(C)CC1=NCCc1nc2ccccc2[nH]1
    2.8%, ?, 12.0%, -2.0%, 1.4%, -0.5%, 0.4%, -1.6%, 31.4%
- Cc1cc(Br)ccc1NC(=O)C1CCCN(S(=O)(=O)c2cccc3nonc23)C1 (stereo not given)
    1.9%, ?, -7.8%, -8.2%, -6.0%, 22.2%, -1.3%, ?, 27.2%
- COc1ccccc1CNC(=O)C(C)NS(=O)(=O)c1ccc(Br)cc1 (stereo not given)
    2.1%, 2.6%, 12.8%[57.1 µM], 6.8%[57.1 µM], -23.9%, 0.4%, 0.5%, -12.2%, -8.3%
- CN(CC(=O)Nc1ccc(F)cc1)C(=O)c1ccccc1Sc1ccccc1C#N
    1.1%, 4.1%, 10.2%, 2.5%, -6.1%, -9.7%, 0.0%, -18.0%, 4.5%
- COc1ccc(C(=O)NC(=S)Nc2ccc(Cc3ccncc3)cc2)cc1
    -27.2%, ?, -45.4%, -17.5%[57.1 µM], ?, 8.8%, 2.0%, -13.1%, ?
- COc1ccc(NC(=O)Nc2ccc(F)cc2F)c(C)c1
    2.0%, 0.5%, 13.2%, 8.0%, 0.0%, 5.8%, -1.6%, -16.7%, -1.4%
- CC(=O)N1CCN(S(=O)(=O)c2cccc(C(=O)OCC(=O)N3CC(=O)Nc4ccccc43)c2)CC1
    1.2%, 7.2%, -0.3%[57.1 µM], -5.2%[57.1 µM], 0.7%, -12.7%, 2.3%, -7.3%, ?
- O=C(c1ccc(F)cc1)N1CCN(C2CCCCC2)CC1
    0.1%, 2.0%, 16.7%, -3.0%, ?, 3.1%, 2.2%, -1.7%, 4.0%
- C/C(=N\NC1=NCCN1)c1ccccc1
    1.6%, 8.6%, 3.0%[57.1 µM], 6.5%[57.1 µM], ?, -1.1%, 0.8%, -7.5%, -13.8%
- Cc1ccc2c(COC(=O)C3CSC4(C)CCC(=O)N34)cc(=O)oc2c1C (stereo not given)
    -0.2%, 4.5%, 8.0%, 1.6%, -22.7%, 2.0%, ., -19.5%, 2.8%
- Fc1ccc(-c2cc3nc(-c4ccccc4)cc(N4CCN(CCN5CCOCC5)CC4)n3n2)cc1
    5.1%, 0.9%, 21.8%, 126.4%[activator], ?, 1.4%, 2.2%, -22.0%, 9.1%
- O=S(=O)(NC(=S)NC1CCCCC1)c1ccc(Cl)cc1
    -9.8%, 6.1%, 2.82µM*, 1.7%, -28.6%, -1.0%, -3.5%, -9.3%, -13.2%[56.9 µM]
- CC(NC(=O)CN(C)CC(=O)Nc1cccc(F)c1)c1ccccc1 (stereo not given)
    -0.6%, -5.1%, -11.0%, -6.0%, -0.4%, 0.3%, -0.4%, 2.4%, 32.4%
- Nc1nc(N)c(S(=O)(=O)c2ccccc2)c(Nc2ccccc2)n1
    -8.6%, 0.6%, 9.1%, -3.4%, 0.0%, -3.8%, -2.0%, -25.6%, 1.7%
- N#CC1=C(SCc2ccccc2Cl)NC(=O)C(C(N)=O)C1 (stereo not given)
    1.7%, -2.2%, 17.0%, 9.3%, -22.9%, -0.4%, -1.1%, -18.4%, -9.7%
- Cc1cccc(S(=O)(=O)N(C)C[C@@H]2OCc3cn(nn3)CCCC(=O)N([C@H](C)CO)C[C@H]2C)c1
    -5.9%, -14.3%, ., ., ?, 1.2%, ., -5.4%, .
- COc1ccc(-n2c3c(cc(C#N)c2=O)C(=O)CCC3)cc1
    4.9%, -0.1%, -7.5%[57.1 µM], -7.4%, 0.0%, 7.2%, -1.3%, 5.1%, 10.2%
- CCN1CCN(c2ccc(NC(=O)c3cccc4ncccc34)cc2)CC1
    1.3%, -2.1%, -13.8%[57.1 µM], 3.5%[57.1 µM], -0.3%, -5.9%, 0.2%, -12.1%, -21.2%
- Cc1cccc(OCC(O)Cn2ccnc2C)c1 (stereo not given)
    1.6%, 0.7%, 21.2%, -0.5%, -12.3%, -4.5%, 11.1%, -9.3%, -2.0%
- CCN(CC)S(=O)(=O)c1ccc(Cl)c(C(=O)NCC2CCCO2)c1 (stereo not given)
    -0.4%, 0.8%, 5.5%, 3.2%, 15.3%, 0.2%, 3.2%, 13.8%, 2.3%
- C[C@@H]1CCCCO[C@H](CN(C)C(=O)Nc2cccc3ccccc23)[C@@H](C)CN([C@H](C)CO)C(=O)c2cc(NC(=O)c3ccccc3)ccc2O1
    -10.7%, -9.4%, ., ., -6.6%, 2.9%, ., -21.9%, .
- Cc1ccc(C(=O)NCCc2nc3ccccc3[nH]2)cc1[N+](=O)[O-]
    -1.1%, 4.8%, 26.1%[57.1 µM], 8.8%[57.1 µM], 15.5%, 0.4%, 1.7%, -3.5%, -14.4%
- COc1cc(-c2[nH]ncc2CN2CCCC2c2nonc2C)cc(OC)c1OC (stereo not given)
    0.9%, -0.2%, 14.9%, 5.7%, 4.7%, -2.9%, -4.4%, -20.3%, -0.8%
- CCCSc1nc(C)c(C(C)=O)cc1C#N
    -0.2%, -4.3%, -7.7%, -12.3%, ., 3.0%, -1.1%, -18.5%, -4.7%
- O=C(COc1ccc(Cl)cc1Br)NC(=O)NC1CCCC1
    -6.9%, -25.7%, 3.4%, -9.4%, -26.0%, 5.6%, 0.0%, -15.5%, -8.6%
